Assay outcomes (PubChem BioAssay)
Cdc42 wt – human Cdc42 wildtype GTP binding change, either direction; P60953; GST-Cdc42 beads, Bodipy-GTP binding, flow cytometry; actives lie on both sides; percent activity (GTP binding), % at 10 µM; 190,000 tested, 0.2% active; AID 761;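 active = percent activity GTP binding at least 20 points away from the 100% baseline, either down as inhibitor or up as activator; inconclusive = compound flagged as likely green fluorescent from well-wide comparison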;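 note: median bead fluorescence of bound Bodipy-FL-GTP at 100 nM; 0% = excess unlabeled GTP control and 100% = no compound control; below 100% means less GTP binding so inhibitor and above means activator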
Target sequence (P60953 whole entry, looked up): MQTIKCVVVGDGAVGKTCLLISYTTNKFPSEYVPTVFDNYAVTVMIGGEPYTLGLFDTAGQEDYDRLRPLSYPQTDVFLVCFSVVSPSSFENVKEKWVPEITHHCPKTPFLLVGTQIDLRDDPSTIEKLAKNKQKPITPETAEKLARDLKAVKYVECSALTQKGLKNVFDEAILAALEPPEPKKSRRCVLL
Rac1 wt GTP bind – alters GTP binding to wildtype human Rac1 | P63000 | GST-Rac1 beads, fluorescent GTP binding, flow cytometry; actives lie on both sides; 0 = cold GTP competed, 100 = untreated | GTP binding activity (% of control), % at 10 µM | 190,000 tested, 0.27% active | AID 757;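 active = GTP binding activity at least 20 points away from the 100% control level, either lower or higher; inconclusive = compound flagged as likely green fluorescent, judged across all proteins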
Rac1 act GTP bind – modulators of GTP binding to human Rac1 activated mutant | AID 764 | P63000 | GST-Rac1 activated beads, fluorescent GTP binding, flow cytometry; actives lie on both sides; 100% means binding = to untreated wells | percent activity (GTP binding), % at 10 µM | 190,000 tested, 0.11% active;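 active = GTP binding at least 20 percentage points away from the 100% baseline, in either direction, so actives lie on both sides; inconclusive = Compound likely fluorescent itself, or too few beads counted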
Rab7 wt modul – modulators of GTP binding to dog Rab7 wildtype GTPase; GST-Rab7 beads, fluorescent GTP binding, flow cytometry; actives lie on both sides; untreated = 100%, excess cold GTP = 0%; GTP binding activity (percent of control), % at 10 µM; 190,000 tested, 0.055% active;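 active = fluorescent GTP binding to Rab7 beads changed by at least 20 points from the 100% baseline, either direction, mostly lower; inconclusive = compound itself probably fluorescent, or too few beads counted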;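 note: median green fluorescence of bound Bodipy-FL-GTP per Rab7 bead population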
ABCB1 inh – blocks JC-1 efflux by human ABCB1 transporter; CCRF-Adr cells, flow cytometry; inhibition, % at 6.6 µM; 190,000 tested, 0.067% active; in the data active = inhibition above about 40%;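 note: 0% = vehicle and 100% = reference inhibitor; higher value means more JC-1 retained so stronger ABCB1 efflux block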
Avidin fluor – compound fluoresces at 488/530 nm on avidin beads. compound fluorescence 488/530 nm, flow cytometry; hits give high values. fluorescence (KMESF) at 10 µM. 220,000 tested, 0.38% active. AID 1775; in the data active = fluorescence above about 47; note: inactives centre near 10
Pf gamet viab – kills late stage P. falciparum gametocytes; P. falciparum stage V gametocytes, ATP luminescence, 24 h; inhibition, % at 10.9 µM; 150,000 tested, 0.065% active;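 active = inhibition above the mean plus 3 SD of compounds within the control limits, set per campaign, cut at about 38% in these data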;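 note: 0% = DMSO wells and 100% = medium only without gametocytes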
ABCG2 block – blocks JC-1 efflux by human ABCG2 transporter; Q9UNQ0; 190,000 tested, 0.1% active; inhibition, % at 6.6 µM; IgMXP3 cells, flow cytometry; AID 1325;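 active = inhibition above 80%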;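 note: 0% = DMSO and 100% = nicardipine control wells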
Target sequence (Q9UNQ0 whole entry, looked up): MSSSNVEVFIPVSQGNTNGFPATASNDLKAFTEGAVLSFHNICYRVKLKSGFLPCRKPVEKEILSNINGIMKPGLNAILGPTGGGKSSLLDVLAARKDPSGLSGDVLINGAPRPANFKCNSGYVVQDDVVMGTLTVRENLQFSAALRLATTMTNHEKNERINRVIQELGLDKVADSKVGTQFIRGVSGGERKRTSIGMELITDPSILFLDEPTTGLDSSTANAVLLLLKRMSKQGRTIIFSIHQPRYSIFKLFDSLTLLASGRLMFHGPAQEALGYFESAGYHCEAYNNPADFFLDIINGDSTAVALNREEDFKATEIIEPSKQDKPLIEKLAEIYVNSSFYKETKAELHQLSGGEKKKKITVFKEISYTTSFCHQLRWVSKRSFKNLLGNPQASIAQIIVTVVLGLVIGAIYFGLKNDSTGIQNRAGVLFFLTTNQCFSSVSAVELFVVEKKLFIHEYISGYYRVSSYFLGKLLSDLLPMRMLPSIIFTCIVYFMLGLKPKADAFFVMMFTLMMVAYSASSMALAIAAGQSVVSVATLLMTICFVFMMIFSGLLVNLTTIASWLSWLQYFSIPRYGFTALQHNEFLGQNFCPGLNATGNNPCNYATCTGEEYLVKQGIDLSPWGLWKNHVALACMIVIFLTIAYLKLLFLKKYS
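Incubation: cells with compound and JC-1, 10 min at 25 °C, rotating, no wash / Test system: IgMXP3 (ABCG2) plus far-red-tagged CCRF-Adr (ABCB1) cells / Compound dosing: one concentration, 6.6 µM final / Also added: JC-1 fluorescent substrate / Evaluation: efflux inhibition in percent versus controls / Detection: flow cytometry, 530 nm JC-1 signal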
Rab2 wt GTP – changes GTP binding to wildtype dog Rab2A, up or down; GTP binding activity, % at 10 µM; P61105; 190,000 tested, 0.19% active; GST-Rab2 wt beads, Bodipy-GTP binding, flow cytometry; AID 760;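 active = GTP binding activity at least 20 points away from 100%, either lowered or raised; inconclusive = signal likely due to the compound's own green fluorescence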;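 note: 0% = beads with excess unlabeled GTP and 100% = no-compound control corrected for plate trend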
GSH fluor – compound fluoresces at 488/530 nm on GSH beads | 190,000 tested, 0.25% active | GSH beads flow cytometry, compound fluorescence 488/530 nm; hits give high values | fluorescence (KMESF) at 10 µM | AID 1776; in the data active = fluorescence above about 89;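 note: glutathione beads carrying GST-tagged Bcl family fusion proteins plus one bare bead set; values are compound well signal with DMSO vehicle wells as background; inactives centre near 16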
HRas wt GTP – modulators of GTP binding to human HRas wildtype; GTP binding activity, % at 10 µM; 190,000 tested, 0.14% active; GST-Ras wt beads, Bodipy-FL-GTP binding, flow cytometry; actives lie on both sides;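 active = GTP binding activity at least 20% away from the 100% baseline, either lowered as inhibitor or raised as activator; inconclusive = flagged as likely green fluorescent, judged across all proteins in the well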;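 note: 0% = unlabeled GTP competition control and 100% = no-compound control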
Target sequence (P01112 whole entry, looked up): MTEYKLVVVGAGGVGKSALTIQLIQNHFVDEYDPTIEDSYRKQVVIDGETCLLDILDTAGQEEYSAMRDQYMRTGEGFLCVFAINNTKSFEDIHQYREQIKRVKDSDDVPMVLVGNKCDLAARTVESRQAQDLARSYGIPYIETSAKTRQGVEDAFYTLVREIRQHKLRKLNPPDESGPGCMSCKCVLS
Numbers without * were called inactive; ? = inconclusive; · = no result given.

SMILES	Cdc42 wt	Rac1 wt GTP bind	Rac1 act GTP bind	Rab7 wt modul	ABCB1 inh	Avidin fluor	Pf gamet viab	ABCG2 block	Rab2 wt GTP	GSH fluor	HRas wt GTP
CC(C)(C)C(=O)Nc1ccccc1C(=O)NCc1ccco1	99	105	97	98	0.3	24	·	1	97	14	99
Cc1ccn(-c2cc(O)c(-n3ccc(C)n3)cc2O)n1	98	99	99	103	0.4	9	0	2	99	30	100
O=C(O)C1CCCN1S(=O)(=O)c1ccc(Br)s1 (stereo not given) (tested in a mixture with another compound)	92	93	92	93	0.9	9	·	3	92	36	95
CC(C)CNC(=O)c1ccccc1NC(=O)c1ccc(CSc2ccccc2)cc1	100	102	101	98	1.4	1	-3	19	100	9	99
CC(=O)N1CCN(c2ccc(NC(=O)c3ccccc3Br)cc2Cl)CC1	96	98	93	100	0.3	32	1	6	97	11	93
CC(CN1CCCCC1)OC(=O)c1cc2ccccc2o1 (stereo not given)	108	107	100	107	-0.1	15	·	0	105	14	107
O=C(NNc1nc(-c2ccccc2)c2cc(Br)ccc2n1)c1ccc(S(=O)(=O)N2CCCCC2)cc1	94	96	93	99	-4.6	3	2	-12	93	6	95
CC1(c2ccccc2)NC(=O)N(CC(=O)Nc2ccc3c(c2)OCO3)C1=O (stereo not given)	99	101	98	100	0.1	28	·	1	100	16	98
CC(C)(C)NC(=O)Cc1ccc(S(=O)(=O)N2CCCC2)s1	104	104	104	100	0.1	10	·	0	105	25	103
CC(=O)Nc1cccc(-c2nc3ccccc3s2)c1C	94	96	97	93	0.0	9	-12	0	94	18	91
O=C(c1ccccn1)N1CCN(S(=O)(=O)c2ccccc2)CC1	92	101	95	96	0.7	13	6	19	92	17	96
COc1cc(C(C)=O)ccc1Oc1ncnc2c1cnn2-c1ccc(F)cc1	103	102	99	101	0.8	11	·	14	99	20	99
CCN(CC)C(=O)CS(=O)(=O)CC(=O)Nc1cc(OCCOC)c(Cl)cc1Cl	99	97	96	98	0.6	3	-10	3	99	10	96
CC1(C)C2CCC(C2)C1(C)NC(=O)CN1CCN(Cc2ccccc2)CC1 (stereo not given)	98	98	98	102	1.5	11	11	4	101	26	99
CCc1ccccc1N(CC(=O)N/N=C/c1ccc(OC(=O)OC)c(OC)c1)S(C)(=O)=O	99	96	96	97	0.3	13	-14	3	97	22	97
CCOc1ccc(-c2nc(-c3ccc(OC)cc3)no2)cc1OCC	101	108	98	102	0.3	9	·	8	101	11	100
CCCNC(=O)Nc1nnc(C2CC2)s1	99	99	97	98	-0.4	3	2	1	97	11	97
CCC(=O)N1c2ccc(S(=O)(=O)CCC(=O)NCc3cccs3)cc2CC1C (stereo not given)	100	101	99	95	0.1	23	·	1	98	18	100
CCO[C@@H]1OC(C(=O)Nc2ccccc2)=C[C@H](c2ccc(C(F)(F)F)cc2)[C@H]1CCCO	94	98	96	95	4.9	6	·	11	96	21	97
CN(C)C(=O)CCc1nc(-c2ccc(C(C)(C)C)cc2)no1	102	101	99	96	0.5	15	-3	4	102	17	102
CC(C)(C)c1ccc(C(=O)Nc2ccc(NC(=O)C(=O)O)cc2)o1	101	101	97	95	0.6	20	3	7	97	13	98
Cc1ccc(C(=O)CN(C(=O)c2ccc(Cl)c(Cl)c2)N2C(=O)C3CCCCC3C2=O)cc1C (stereo not given)	101	104	100	102	0.8	12	-9	14	102	35	103
CN(C(=O)CCc1nnc(CCCCc2ccccc2)o1)C1CCOCC1	100	101	96	98	-2.3	11	-2	-5	99	18	99
COC(=O)C1=C(NC(C)=O)CCS1	101	101	100	102	0.3	4	·	2	99	18	99
CCOC(=O)c1c(C)[nH]c(C(=O)CSc2nnc(-c3ccncc3)n2CC)c1C	104	104	97	104	0.7	13	·	17	100	36	99
COc1cc(NS(=O)(=O)c2ccc(N/C=C\C(=O)c3ccc(OC)c(OC)c3)cc2)nc(OC)n1	92	86	93	96	-0.1	14	-19	0	88	4	89
Cc1cc(O)c(C=Nc2ccc(Cl)cn2)c(=O)o1	99	97	96	97	0.3	8	-16	1	98	36	97
COc1cc(NC(=O)CSc2ncccc2C(=O)OC(C)C)cc(OC)c1	101	100	101	99	-0.5	7	15	-1	102	24	100
COc1ccc2cc(C(=O)Nc3c(C)n(C)n(-c4ccccc4)c3=O)sc(=O)c2c1OC	95	93	96	93	1.1	7	·	4	95	18	96
CCCCOc1ccc(C(=O)N/N=C/c2cn[nH]c2-c2ccc(OC)c(OC)c2)cc1	?	?	?	?	0.7	3	1	1	?	4	?
Cc1ccc(S(=O)(=O)Nc2ccc(-c3nnc(SCC#N)n3C)cc2)cc1	100	100	96	97	0.1	4	-15	0	98	5	98
COc1ccc2nc(NC(=O)CCc3nc(-c4ccccc4F)no3)sc2c1	100	101	99	98	0.1	4	12	1	98	22	101
Cc1ccc(S(=O)(=O)/N=C(\CCl)N2CCOCC2)cc1	96	101	98	96	0.2	3	·	2	99	25	98
COc1ccc(N(CC(=O)NCc2cccnc2)S(=O)(=O)c2ccc(C)c([N+](=O)[O-])c2)cc1	97	100	97	93	0.6	21	0	1	96	10	95
CCN(CC)C(=O)CSc1nc(-c2ccc(C)cc2)nc2c1COC(C)(C)C2	99	104	97	96	6.5	8	5	49	97	34	98
O=C(Cc1ccccc1)NC1CCN(S(=O)(=O)c2cccc(F)c2)CC1	99	101	99	96	0.3	3	·	1	97	60	99

Single records, from the list above. Order of values: Cdc42 wt, Rac1 wt GTP bind, Rac1 act GTP bind, Rab7 wt modul, ABCB1 inh, Avidin fluor, Pf gamet viab, ABCG2 block, Rab2 wt GTP, GSH fluor, HRas wt GTP
Entry for Cc1ccn(-c2cc(O)c(-n3ccc(C)n3)cc2O)n1 → 98, 99, 99, 103, 0.4, 9, 0, 2, 99, 30, 100
Entry for CN(C(=O)CCc1nnc(CCCCc2ccccc2)o1)C1CCOCC1 → 100, 101, 96, 98, -2.3, 11, -2, -5, 99, 18, 99
Entry for COc1cc(NS(=O)(=O)c2ccc(N/C=C\C(=O)c3ccc(OC)c(OC)c3)cc2)nc(OC)n1 → 92, 86, 93, 96, -0.1, 14, -19, 0, 88, 4, 89

Next part
SMILES	Cdc42 wt	Rac1 wt GTP bind	Rac1 act GTP bind	Rab7 wt modul	ABCB1 inh	Avidin fluor	Pf gamet viab	ABCG2 block	Rab2 wt GTP	GSH fluor	HRas wt GTP
CN(C)S(=O)(=O)c1cccc(NC(=S)NC2CCCCC2)c1	94	100	97	96	0.3	13	2	15	92	17	96
CCC1=NN(C(=O)Cc2ccc(OC)c(OC)c2)C(O)(C(F)(F)F)C1 (stereo not given)	103	106	102	101	0.2	14	-3	0	100	9	100
Cc1nnc(NC(=O)C2c3ccccc3Oc3ccccc32)s1	102	110	96	102	0.0	6	·	2	100	16	104
O=C(Cn1ccc2ccccc2c1=O)NCCC(=O)Nc1ccc2c(c1)OCCO2	103	107	102	104	0.5	11	2	1	104	11	104
Cc1csc(SCC(=O)Nc2nc(-c3ccccc3)cs2)n1	97	98	94	94	0.7	9	10	3	95	7	95
CN1CCN(c2ccc(NS(=O)(=O)c3ccc(Cl)cc3)cn2)CC1	96	99	94	100	0.3	10	-20	1	97	12	96
COc1cccc2[nH]c3c(N4CCCCC4)ncnc3c12	102	104	100	101	0.4	12	1	17	101	12	101
Cc1nnc(SCC(=O)NC2CCCCC2)n(N)c1=O	101	102	100	95	0.1	12	·	0	98	5	99
Cc1ccc2cn[nH]c2c1NC(N)=S	94	96	95	93	0.0	10	-7	2	93	23	96
CC(=O)Nc1cccc(NC(=O)CSc2nnnn2C)c1	103	105	101	103	0.8	5	2	5	101	32	103
O=C1C2CCCCC2C(=O)N1c1ccc(NC2CCCCC2)c([N+](=O)[O-])c1 (stereo not given)	95	99	99	97	9.1	19	·	21	96	19	96
Cc1nonc1OCCNC(=O)C12CC3CC(CC(C3)C1)C2	99	96	96	97	0.3	8	·	1	94	18	97
COc1cccc(NC(=O)COC(=O)c2ccccc2F)c1	105	105	100	99	-0.3	5	-24	8	97	15	100
CCOC(=O)C1(Cc2cccc(OC)c2)CCN(Cc2cccn2-c2ccccn2)CC1	99	102	95	106	3.2	3	-19	0	102	12	102
O=C(COC(=O)/C=C/c1ccco1)Nc1ncc(C(F)(F)F)cc1Cl	97	95	94	96	-0.4	5	-47	3	94	15	93
Cc1ccc(Cl)cc1NC(=O)CC1NC2CCCCC2NC1=O (stereo not given)	98	102	97	103	0.2	10	-19	1	101	8	99
CC1=NN(C(C)C)C(=O)C1	100	109	100	108	-1.2	14	·	-3	104	37	102
CCN(CC)C(=O)CCNS(=O)(=O)c1ccc(C)cc1	102	99	97	98	0.0	10	·	0	101	18	101
O=C(Nc1ccccc1)Nc1cccc2cccnc12	?	?	?	?	0.5	16	21	5	?	10	?
COc1ccccc1-c1coc2cc(OCC(=O)OCc3ccccc3)ccc2c1=O	100	102	100	101	0.6	10	2	2	102	11	100
O=C(CCn1cnnn1)Nc1cccc(F)c1	100	104	98	105	0.3	11	·	0	103	11	100
CC1CCCC/C1=N\NC(=S)NCCc1ccccc1 (stereo not given)	92	93	94	101	-0.2	8	-32	0	96	22	95
CC1CCCCN1CC(=O)Nc1ccccc1Sc1ccccc1 (stereo not given)	101	103	99	105	0.5	4	-25	0	101	10	103
COc1ccc(C(=O)CSc2ccc(-c3ccccc3)nn2)cc1	100	99	96	99	0.0	8	·	9	97	18	97
COC(=O)c1ccccc1NC(=O)Cn1cnc2cc(C)c(C)cc21	106	108	101	105	0.0	5	-7	0	103	27	105
O=C(C[N+]1(CC#Cc2ccccc2)CCCCC1)c1ccc(Cl)cc1	98	101	96	103	-0.2	11	·	-1	100	14	100
CC1(C)CC(N=Cc2c(O)n(Cc3ccc4c(c3)OCO4)c(=O)c3ccccc23)CC(C)(C)N1	95	95	97	108	9.8	9	2	9	100	15	96
C=CCn1c(SCC(=O)NC23CC4CC(CC(C4)C2)C3)nc(O)cc1=O	97	103	96	98	0.8	35	·	11	99	21	98
CC(Sc1nnc(N)s1)C(=O)Nc1ccc(N2CCOCC2)cc1 (stereo not given)	103	103	102	101	0.0	31	-6	0	101	18	102
Cc1ccc(C2=[N+]([O-])C(C)N(O)C2(C)C)o1 (stereo not given)	101	115	96	98	-0.4	9	12	-1	100	51	101
Nc1ccnn1Cc1ccncc1	96	103	100	101	0.0	10	-7	1	99	23	98
Cc1cc(C)cc(NC(=O)CSc2nc3[nH]ncc3c(=O)[nH]2)c1	98	97	96	98	-0.5	3	-19	-2	95	5	97
COC(=O)CN1C2=NCCCN2c2ccccc21	95	93	96	100	0.2	4	-11	1	96	18	95
COc1cc(C(=O)NCc2ccco2)cc(OC)c1OC	107	107	101	104	0.5	7	-5	2	105	11	105
